MRP1 act: activators of MRP-1; H69AR cells + doxorubicin, viability rescue, CellTiter-Glo; viability increase, % at 10 µM; 140,000 compounds, 0.61% hits;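 active means viability gain under doxorubicin at or above a set limit, the compound median plus 3 SD, cut at about 4.7% in these data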;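 further: MRP-1 overexpressing cells given doxorubicin 25 µM after compound pretreatment; 18-22 h compound pretreatment then 72 h with doxorubicin before readout; 0% = doxorubicin-only wells and 100% = vehicle-treated cells without doxorubicin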
BB579 growth dn: reduces growth of yeast BB579 in restrictive medium; S. cerevisiae BB579 growth, OD615, 48 h; inhibition, % at 10 µM; 140,000 compounds, 0.51% hits; AID 804;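 active means inhibition above a set limit, 3 SD over the mean compound inhibition, cut at about 44% in these data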; further: inactives centre near -24
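Assay system: S. cerevisiae DeaD strain BB579 yeast. Medium: CSMM-D restrictive synthetic medium containing dextrose (glucose). Times: 4 h cell preincubation, 48 h compound exposure, 30 °C humidified. Signal: OD615 turbidity measurement. Benchmarks: positive control amphotericin B 10 µg/mL.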
bCat KO growth: beta-catenin-lacking colon tumor cell growth suppression. HCT116 beta-catenin knockout viability, CellTiter-Glo, 60 h; hits give low values. viability, % at 10 µM. 140,000 compounds, 1.5% hits;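 active means viability at or under a set limit, the compound median less 4 SD, cut at about 6% in these data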;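 further: 0% = Hyamine 1622 control at 20 µM and 100% = untreated cell control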
GALR2 antag: blocks the human galanin receptor 2; inhibition, % at 4 µM; GALR2-expressing cells, antagonist mode; 140,000 compounds, 0.39% hits; in the data active means inhibition above about 27%;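 further: cells stimulated with galanin 1-16 at roughly its EC80; 0% = agonist challenge control and 100% = basal control without agonist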
Target sequence (O43603 whole entry, looked up): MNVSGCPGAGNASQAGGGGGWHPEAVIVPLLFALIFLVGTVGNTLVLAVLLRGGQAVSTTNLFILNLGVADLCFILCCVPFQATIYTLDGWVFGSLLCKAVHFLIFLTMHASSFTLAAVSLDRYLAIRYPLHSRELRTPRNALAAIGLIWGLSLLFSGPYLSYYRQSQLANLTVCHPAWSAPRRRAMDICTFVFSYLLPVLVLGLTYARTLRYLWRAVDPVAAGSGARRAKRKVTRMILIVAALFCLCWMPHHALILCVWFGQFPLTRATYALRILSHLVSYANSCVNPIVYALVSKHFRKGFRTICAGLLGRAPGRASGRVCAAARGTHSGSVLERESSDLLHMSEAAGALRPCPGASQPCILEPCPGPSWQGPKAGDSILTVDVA
NPY Y2 blocker: antagonists of human neuropeptide Y receptor Y2; P49146; NPY-Y2 expressing cells, antagonist mode; inhibition, % at 2.7 µM; 140,000 compounds, 0.99% hits; in the data active means inhibition above about 17%;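 further: 0% = vehicle with agonist challenge and 100% = reference antagonist with challenge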
Target sequence (P49146 whole entry, looked up): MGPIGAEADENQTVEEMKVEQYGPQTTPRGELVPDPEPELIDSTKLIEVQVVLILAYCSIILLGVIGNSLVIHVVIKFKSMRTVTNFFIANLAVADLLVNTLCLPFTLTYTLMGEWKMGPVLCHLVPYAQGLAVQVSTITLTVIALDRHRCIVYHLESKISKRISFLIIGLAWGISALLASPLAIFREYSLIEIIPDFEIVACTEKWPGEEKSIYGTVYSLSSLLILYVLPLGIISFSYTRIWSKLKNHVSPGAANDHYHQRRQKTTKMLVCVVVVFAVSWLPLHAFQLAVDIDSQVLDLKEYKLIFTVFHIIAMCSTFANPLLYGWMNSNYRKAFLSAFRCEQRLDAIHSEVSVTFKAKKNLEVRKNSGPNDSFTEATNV
Yeast lifespan up: yeast lifespan extension | S. cerevisiae growth with nicotinamide, OD615; deaD strain in restrictive glucose medium | inhibition of the nicotinamide effect, % at 10 µM | 130,000 compounds, 0.68% hits | AID 775;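 active means inhibition above a set limit, placed 3 SD over the median of all compounds, cut at about 26% in these data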;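 further: 0% = nicotinamide-treated wells and 100% = cells grown without nicotinamide; some compounds called inactive have numbers as strong as hits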
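Assay system: DeaD-strain S. cerevisiae. Medium: CSMM-D glucose medium, restrictive. Reagent: nicotinamide, 1.5 mM, co-present with compound. Compound: 10 µM single point, 0.25% DMSO. Schedule: culture preincubation 4 h, compound exposure 48 h, both 30 °C. Detection: absorbance at 615 nm.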
HCT116 PTEN-null: suppresses growth of cells with PTEN deletion. viability, % at 10 µM. HCT116 PTEN-null viability, CellTiter-Glo, 60 h; hits give low values. 140,000 compounds, 1.2% hits. AID 827;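 active means viability at or below a set limit, 4 SD under the median of all tested compounds, cut at about 3.7% in these data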;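 further: PTEN knockout HCT116 line with beta catenin targeted HCT116 as companion control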
Measles CPE: protection of cells from measles virus | Measles virus-infected cells, CPE protection, absorbance | protection (pct of control), % at 4 µM | 140,000 compounds, 1.5% hits; in the data active means protection mostly above about 24%, no sharp cut-off; inactive means mostly below about 26%; further: some compounds called inactive have numbers as strong as hits
E-sel TNF inh: blocks E-selectin expression induced by TNF alpha. HUVEC TNFa-induced E-selectin immunofluorescence, high content. AID 1246. inhibition, % at 2 µM. 120,000 compounds, 0.71% hits;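 active means inhibition above the batch mean plus 3 SD, and confirmed as a hit on visual image review, cut at about 43% in these data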;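 further: 0% = TNF-stimulated DMSO wells and 100% = unstimulated control wells; not every result past the cut was called active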
Phagocytosis inh: inhibitors of macrophage phagocytosis | J774A.1 macrophage IgG-bead phagocytosis, imaging | inhibition, % at 5 µM | 110,000 compounds, 0.07% hits | AID 1029;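 active means inhibition above the mean of the plate negative controls plus 5 SD, cut at about 13% in these data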;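 further: phagocytic index as fraction of beads internalized from green versus red external bead signal; plate controls were DMSO negative control for no effect and cytochalasin-D positive control for full effect; some results beyond the cut were filed as inactive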
* marks the source's active call; other numbers are inactive results; x = not tested or not shown.

cpd	Compound	MRP1 act	BB579 growth dn	bCat KO growth	GALR2 antag	NPY Y2 blocker
1	Cc1cc(NC(=O)/C=C/c2ccccc2Cl)no1	-1.4	-2	83	11	1
2	NCCc1nnc(SCc2ccccc2F)o1	1.5	29	95	-12	3
3	Cc1ccccc1NC(=O)Cc1ccccc1	-1.3	-32	101	11	1
4	CC(C)(C)NC(=O)CSc1ncnc2c1nnn2Cc1ccccc1Cl	-0.7	-26	4.1*	-13	-2
5	C=CCc1ccc(OCCCCCN2CCOCC2)c(OC)c1	-2.2	0	88	2	6
6	O=C(CSc1nc2cc3ccccc3cc2[nH]1)Nc1ccc(F)cc1	2.5	-37	93	-7	2
7	COC(=O)c1c(S(N)(=O)=O)c2ccccc2n1C	-1.5	3	102	-1	2
8	CCOC(=O)N1CCN(C(=O)CSCC(=O)Nc2nc(-c3ccccc3)cs2)CC1	-1.1	-14	85	-7	3
9	CN(C)c1ccc(C(=O)OCC(=O)c2cccs2)cc1	1.1	-58	96	-1	1
10	O=C(CSc1ccccc1)Nc1ccc(N2CCN(c3ccccc3)CC2)c(F)c1	-2.3	-17	84	16	0
11	Cc1ccc(C)n1NC(=O)c1ccc(O)cc1	0.2	-18	91	-10	2
12	Cc1nn(C(C)C(=O)NCc2ccccc2)c(C)c1[N+](=O)[O-] (stereo unspecified)	-1.4	-32	100	0	3
13	CSCC[C@H](NC(=O)CCn1nnc2ccccc2c1=O)C(=O)O	-0.6	-25	100	11	2
14	N#Cc1ccccc1Cn1c(=O)n(-c2ccc(CC(=O)NCc3ccco3)cc2)c(=O)c2sccc21	-2.4	-10	92	-1	4
15	CCOC(=O)c1ccc(CSc2ncn[nH]2)o1	-0.2	-19	86	-6	2

cpd	Yeast lifespan up	HCT116 PTEN-null	Measles CPE	E-sel TNF inh	Phagocytosis inh
1	-5	85	7	x	-6
2	-4	85	21	1	-1
3	x	100	6	-9	x
4	-1	3.2*	3	x	-2
5	-7	99	6	4	-1
6	-6	83	14	-14	-2
7	-11	101	4	-12	-1
8	x	91	22	15	x
9	2	103	2	7	-2
10	-11	98	27	-52	x
11	-7	88	18	19	0
12	-1	103	5	-71	x
13	0	100	11	-11	-1
14	-10	104	2	-6	0
15	-14	82	7	1	1

Later entries:
cpd	Compound	MRP1 act	BB579 growth dn	bCat KO growth	GALR2 antag	NPY Y2 blocker
16	CC(=O)c1cnc2cc(-c3ccc(Cl)cc3)nn2c1C	0.6	-11	85	-4	-1
17	CC(C)N(C(=O)c1ccccc1-c1ccccc1)C(C)C	-0.3	-54	72	-9	15
18	O=C(NCc1cccnc1)C1CCN(C(=O)c2ccc(Cl)cc2Cl)CC1	0.1	-7	93	-3	0
19	Cc1ccccc1N1CCN(C(=O)C2CCCCC2)CC1	2.2	14	86	-6	3
20	Cc1cc(=O)oc2c1ccc1oc(/C(=N/O)c3ccccc3)c(C)c12	10*	-27	73	3	6
21	COc1ccc(C2CC(c3cccs3)=NN2C(=O)c2ccc(Br)o2)cc1 (stereo unspecified)	-0.8	-21	95	-4	5
22	O=C(NCN1C(=O)C2C3C=CC(C3)C2C1=O)Nc1ccccn1 (stereo unspecified)	-0.7	-32	91	-6	-2
23	Cc1cc(F)ccc1S(=O)(=O)Nc1ncnc2scc(-c3ccc(F)cc3)c12	-4.6	-32	91	1	4
24	COc1ccc(COC(=O)Nc2cc3c(C(F)(F)F)nn(C)c3s2)cc1	0.7	-60	95	9	1
25	Clc1ccc2c(c1)C(C1=NCCN1)c1ccccc1CS2 (stereo unspecified)	-3.5	-11	20	5	3
26	COc1ccccc1[C@@H]1C(c2cccc(Cl)c2)=NN(c2ccc(Br)cc2)[C@H]1C(=O)N1CCOC1=O	-3.7	-54	72	-4	-3
27	CCCCSc1nc2c(c(=O)n1CC)SC(C)C2 (stereo unspecified)	0.0	-35	71	4	4
28	O=C(NC1CC1)C1CCN(Cc2cnn(-c3ccccc3)c2-n2cccc2)CC1	-1.2	-67	98	-9	3
29	Cc1csc(NC(=O)Cc2ccccc2[N+](=O)[O-])n1	-2.1	-31	87	11	1
30	FC(F)(F)c1nc(N2CCN(c3ccccc3)CC2)nc2c1CCCCC2	-1.2	-53	62	10	4

cpd	Yeast lifespan up	HCT116 PTEN-null	Measles CPE	E-sel TNF inh	Phagocytosis inh
16	-15	82	3	16	-1
17	10	72	2	10	0
18	-9	85	35*	-4	0
19	-8	88	5	-9	-3
20	21	62	3	13	-1
21	4	80	19	-5	0
22	-1	98	16	-9	x
23	7	90	25	-6	1
24	-13	97	14	-16	3
25	1	20	4	x	-5
26	10	67	6	-15	x
27	-6	77	16	5	-1
28	0	95	15	8	-2
29	3	95	10	-2	-3
30	-7	69	7	-29	0

Ordered by SMILES length (largest number first): 10 of the compounds above.
cpd	Compound	MRP1 act	BB579 growth dn	bCat KO growth	GALR2 antag	NPY Y2 blocker
26	COc1ccccc1[C@@H]1C(c2cccc(Cl)c2)=NN(c2ccc(Br)cc2)[C@H]1C(=O)N1CCOC1=O	-3.7	-54	72	-4	-3
23	Cc1cc(F)ccc1S(=O)(=O)Nc1ncnc2scc(-c3ccc(F)cc3)c12	-4.6	-32	91	1	4
28	O=C(NC1CC1)C1CCN(Cc2cnn(-c3ccccc3)c2-n2cccc2)CC1	-1.2	-67	98	-9	3
20	Cc1cc(=O)oc2c1ccc1oc(/C(=N/O)c3ccccc3)c(C)c12	10*	-27	73	3	6
30	FC(F)(F)c1nc(N2CCN(c3ccccc3)CC2)nc2c1CCCCC2	-1.2	-53	62	10	4
22	O=C(NCN1C(=O)C2C3C=CC(C3)C2C1=O)Nc1ccccn1 (stereo unspecified)	-0.7	-32	91	-6	-2
29	Cc1csc(NC(=O)Cc2ccccc2[N+](=O)[O-])n1	-2.1	-31	87	11	1
25	Clc1ccc2c(c1)C(C1=NCCN1)c1ccccc1CS2 (stereo unspecified)	-3.5	-11	20	5	3
19	Cc1ccccc1N1CCN(C(=O)C2CCCCC2)CC1	2.2	14	86	-6	3
27	CCCCSc1nc2c(c(=O)n1CC)SC(C)C2 (stereo unspecified)	0.0	-35	71	4	4

cpd	Yeast lifespan up	HCT116 PTEN-null	Measles CPE	E-sel TNF inh	Phagocytosis inh
26	10	67	6	-15	x
23	7	90	25	-6	1
28	0	95	15	8	-2
20	21	62	3	13	-1
30	-7	69	7	-29	0
22	-1	98	16	-9	x
29	3	95	10	-2	-3
25	1	20	4	x	-5
19	-8	88	5	-9	-3
27	-6	77	16	5	-1

Carrying on:
cpd	Compound	MRP1 act	BB579 growth dn	bCat KO growth	GALR2 antag	NPY Y2 blocker
31	O=[N+]([O-])c1ccc2nc(SCc3cn4cc(Cl)ccc4n3)[nH]c2c1	-1.1	-25	53	6	-1
32	CC1CC(C)CN(C(=O)CSc2nnc(-c3ccc(Cl)s3)o2)C1 (stereo unspecified)	-0.2	-19	57	1	5
33	COc1cc(C(=O)Oc2ccccc2N)cc(OC)c1OC	-1.8	26	100	6	2
34	CCN(CC)CCNc1nc2cc(OC)c(OC)cc2c2nc(-c3ccccc3)nn12	-5.6	-33	1.7*	-8	4
35	CCOC(=O)C1CCCN(c2c(NCCN(CC)c3ccccc3)c(=O)c2=O)C1 (stereo unspecified)	-0.5	-51	97	-11	3
36	Cc1ccc(Nc2ncccc2C(=O)O)cc1C	-0.2	-8	88	3	6
37	CN1c2ccccc2C(O)=C(C(=S)Nc2ccccc2)S1(=O)=O	-1.9	-11	88	3	1
38	CN(c1ccccc1C(=O)NCC1CCCO1)S(C)(=O)=O (stereo unspecified)	-0.2	-77	92	-5	1
39	COc1ccc(NC(=O)Cn2nnc(-c3ccccc3NC(=O)c3ccco3)n2)cc1	-5.9	-27	15	1	2
40	CCOC(=O)c1c(NC(=O)C2CCN(S(=O)(=O)c3cccs3)CC2)sc(C)c1C	-0.5	-46	63	-4	0
41	Cc1cccc(NC(=S)Nc2ccc(N3CCOCC3)cc2)c1C	-3.1	-10	83	-12	1
42	CCOc1ccc(S(=O)(=O)N2CCN(c3ccc(OC)cc3)CC2)c2cccnc12	-2.3	-41	82	3	0
43	Cc1ccccc1NC(=O)CSc1nc(COc2ccccc2)nc2ccccc12	-3.1	6	79	-2	10
44	COC(=O)C(NC(C)=O)(Nc1nc2ccc(C)cc2s1)C(F)(F)F (stereo unspecified)	-0.8	-29	93	-6	0
45	O=C(NCc1ccco1)Oc1ccccc1	-2.6	-18	86	-4	2

cpd	Yeast lifespan up	HCT116 PTEN-null	Measles CPE	E-sel TNF inh	Phagocytosis inh
31	-6	44	4	-4	0
32	-8	65	11	-19	2
33	-10	90	0	-42	0
34	-10	1.2*	1	-7	x
35	-7	87	2	x	0
36	-2	90	3	14	0
37	0	90	6	x	0
38	-5	94	4	-28	0
39	-3	12	3	3	0
40	-1	71	9	8	-1
41	1	90	17	-14	-15
42	-6	95	21	x	2
43	-10	88	6	x	x
44	-6	101	3	-14	1
45	-13	93	4	16	1

(continued)
cpd	Compound	MRP1 act	BB579 growth dn	bCat KO growth	GALR2 antag	NPY Y2 blocker
46	COc1ccc(OC)c(-c2csc(NC(=O)CSc3ccc([N+](=O)[O-])cc3)n2)c1	4.3	-49	85	5	7
47	CCOC(=O)c1nnc(-c2ccccc2)o1	-0.5	-26	97	-3	2
48	CC(=O)N1CCc2cc(S(=O)(=O)NCCC(=O)N3CCN(Cc4ccccc4)CC3)ccc21	0.1	-11	98	-5	1
49	Cc1cccc(NS(=O)(=O)c2cnc[nH]2)c1	-0.2	8	97	7	8
50	CC1Cc2cc(/C(O)=C3/C(=O)C(=O)N(CC4CCCO4)C3c3ccco3)ccc2O1 (stereo unspecified)	-1.1	-31	87	-1	1
51	COc1cccc(C(=O)/C=C/Nc2cc(C)ccc2O)c1	-5.2	-58	66	17	-3
52	COc1cccc(C(C#N)N2CCCCC2)c1O (stereo unspecified)	-3.3	1	94	-2	-1
53	CCOCC(=O)Nc1ccc2c(c1)OCCO2	-5.1	-11	93	-3	2
54	O=c1c2cc(Br)ccc2nc2n1CCCCC2	-2.2	-7	102	9	2
55	CCCN(CCO)Cc1cccc(Cl)c1	-0.2	-9	102	3	1
56	CCNC(=O)NC(=O)C(C)SCc1ccccc1C (stereo unspecified)	0.4	-25	102	-3	-1

cpd	Yeast lifespan up	HCT116 PTEN-null	Measles CPE	E-sel TNF inh	Phagocytosis inh
46	2	75	12	x	-6
47	-9	91	3	21	-1
48	-10	83	3	12	-2
49	7	97	7	-31	0
50	-18	93	5	1	-1
51	-3	70	4	31	0
52	-11	97	18	-14	4
53	-8	102	2	14	-1
54	-10	96	31	-12	x
55	-6	103	13	-7	-1
56	-2	96	x	-57	x

Screens as filed in PubChem.
